PMI inhibitors – MPI enzyme activity inhibition – biochemical, fluorescence intensity, coupled assay, primary screen (AID 1209). 0.42% of 190,000 active. one-dose inhibition, % at 20 µM; IC50 in µM for titrated hits. purified PMI enzyme, coupled fluorescence intensity; higher % means a stronger effect; in the data active = inhibition above about 50%;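 also: plate controls were DMSO vehicle for no effect and wells lacking substrate for full effect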
Insulin prom up – MIN6 insulin promoter up-regulation. MIN6 insulin promoter-GFP reporter, high-content imaging; hits give high values. z-score at 5 µM. 0.3% of 190,000 active. AID 1625;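 active = z-score above 3 at 5 µM with at least 500 cells counted in the well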
Dynein transport – dynein cargo transport inhibition. 3617.4 mouse cells, GR-EGFP nuclear translocation imaging; test concentration mostly 20 µM; stimulated with dexamethasone, 1 µM; hits give low values. z-score, hits read low. 0.47% of 220,000 active. AID 1381;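 active = plate z-score of nuclear minus cytoplasmic receptor signal below a set negative limit, without overly bright fluorescence or cell loss, cut at about -3.5 in these data, passing the limit was not always enough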;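 also: z-score of nuclear minus cytoplasmic ring GR-EGFP intensity difference per well; some compounds called inactive have numbers as strong as hits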
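Buffer or medium: tet-free, stripped-serum medium; reagent: dexamethasone at 1.0 µM final, 30 min; incubation: 48 h induction, 1 h compound, 30 min dex at 37 °C; measured by: formaldehyde fixation, Hoechst nuclear stain, 10x automated fluorescence imaging; read-out: nuclear-to-cytoplasmic GR-EGFP distribution per well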
MT stabilizer – microtubule stabilization, imaging screen; % tubulin-high responders, % at 10 µM; 0.83% of 200,000 active; HeLa tubulin immunostaining HCS, 24 h; share of cells brighter than vehicle mean+2SD;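 active = plate Z-score above 3 for both tubulin-high and condensed-nucleus cell shares, with cell loss under 80%, at 10 µM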;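 also: anti alpha tubulin signal scored within the nucleus-defined area of each cell; some results filed as inactive read as strong as hits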
bCat nuc transl – modulators of beta-catenin nuclear translocation | AID 1665 | 0.3% of 190,000 active | HeLa beta-catenin nuclear translocation, immunofluorescence imaging | nuclear translocation activity, % at 5 µM;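 active = nuclear translocation activity above 50% at 5 µM, with a well cell count of 50 or more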;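 also: per-cell ratio of nuclear to cytoplasmic median beta-catenin stain intensity; plate controls were DMSO negative control for no effect and GSK-3 inhibitor IX positive control for full effect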
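assay system = human HeLa cells, endogenous beta-catenin | times = compound treatment 24 h, 37°C, 5% CO2 | detection = Anti-beta-catenin immunofluorescence on PFA-fixed, Triton-permeabilized cells, DAPI nuclei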
Lipid droplet – hepatic lipid droplet formation modulation; AML12 mouse hepatocytes, oleate lipid droplets, BODIPY imaging; AID 1656; inhibition, % at 6.5 µM; 0.4% of 240,000 active;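 active = lipid droplet intensity inhibited by at least 50%, with more than 500 cells counted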
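Assay system: AML12 hepatocytes (mouse) / Also added: 100 µM oleic acid challenge / Times: overnight treatment with compound plus oleate / Detection: high-content imaging of BODIPY-stained droplets and DAPI nuclei / Evaluation: % inhibition of lipid droplet signal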
T cell modulator – T cell immune modulators affecting CD8 T cell-vesicle binding; 2C CD8+ T cell-vesicle binding, flow cytometry; hits give low values; calls only at 7 µM; 0.068% of 330,000 active; AID 2052;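 active = response, share of CD8 T cells binding vesicles, and their 90th percentile fluorescence all below set limits, cut at about 80% in these data, passing the limit was not always enough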
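System: murine 2C transgenic CD8+ T lymphocytes; also added: QL9-loaded Drosophila micro-vesicles; times: binding 1.5 h at 37 °C; measured by: flow cytometry, PE anti-B7-1 (FL2) versus Alexa647 anti-CD8 (FL8), PFA-fixed; control set: Peptide-free naked vesicles (low) and QL9 vesicles with 0.7% DMSO vehicle (high)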
TNAP activators – stimulation of alkaline phosphatase TNAP activity – biochemical, luminescent, no phosphate acceptor, uHTS, primary screen (AID 1001). purified TNAP, luminescent activation assay, no phosphate acceptor; higher activation fold means a stronger effect. activation fold at 20 µM; hits with a dose series show EC50 in µM. 0.03% of 200,000 active; in the data active = activation fold from about 3, or a potency from the dose series; inactive = the rest, 99 in 100 with activation fold below about 1.6; also: many of its hits are not listed in these tables
Myeloid diff MLP – myeloid differentiation induction. 1% of 360,000 active. calls only at 10 µM. ER-HoxA9 myeloid progenitors, lysozyme-GFP differentiation, flow cytometry;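 active = normalized GFP-positive differentiation at or above the plate's own cutoff, the solvent-only control mean plus 3 SD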;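 also: cells exposed to compound for four days before flow analysis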
Dynein transport cytoplasmic EGFP – also measured in Dynein transport; calls as there; z-score; measured here: cytoplasmic GR-EGFP intensity; hits give high values
Dynein transport nuclear GR-EGFP – second read-out of Dynein transport, no call of its own (marks repeat the call); z-score; measured here: nuclear GR-EGFP intensity;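 lower value marks the stronger effect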
Dynein transport cell count – second read-out of Dynein transport, no call of its own (marks repeat the call); z-score; measured here: cell count per field
Insulin prom up cell count – recorded beside Insulin prom up, whose call it bears; cell count; measured here: cytotoxicity, nuclei count;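 total cells summed across four imaged fields per well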
Lipid droplet cells 6.5 µM – further read-out of Lipid droplet, marked with its call; cell count; measured here: cell count, cytotoxicity flag;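 cells counted across two imaged fields per well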
bCat nuc transl cell count 5 µM – recorded beside bCat nuc transl, whose call it bears; cell count; measured here: cell count, cytotoxicity flag
T cell modulator vesicle-bound % – recorded beside T cell modulator, whose call it bears; double positive events, %; measured here: CD8+ vesicle-bound cell fraction;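 binding gate set so that unloaded-vesicle control wells show 10% double positive cells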
MT stabilizer Hoechst-high % – recorded beside MT stabilizer, whose call it bears; % Hoechst-high responders; measured here: nuclear condensation Hoechst responders;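 share of cells brighter than vehicle mean plus two SD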
MT stabilizer cytotoxicity % – also measured in MT stabilizer; calls as there; toxicity, %; measured here: cytotoxicity by cell density;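 0% = mean cell density of plate MIN control wells and 100% = no cells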
Myeloid diff MLP GFP+ MAC1+ % – second read-out of Myeloid diff MLP, no call of its own (marks repeat the call); GFP+ MAC1+ double positive, %; measured here: differentiation confirmed by MAC1 staining
* = called active by the depositor; i = inactive; . = no result given.

SMILES	PMI inhibitors	Insulin prom up	Insulin prom up cell count	Dynein transport	Dynein transport cytoplasmic EGFP	Dynein transport nuclear GR-EGFP	Dynein transport cell count	MT stabilizer	MT stabilizer Hoechst-high %	MT stabilizer cytotoxicity %	bCat nuc transl	bCat nuc transl cell count 5 µM	Lipid droplet	Lipid droplet cells 6.5 µM	T cell modulator	T cell modulator vesicle-bound %	TNAP activators	Myeloid diff MLP	Myeloid diff MLP GFP+ MAC1+ %
O=C(Cn1ncc(N2CCCC2)c(Cl)c1=O)c1ccc(Cl)cc1	-4%	-0.68	1596	-0.69	-0.33	-0.31	0.89	4.1	2.8	4.4	-5.1	1112	-23	701	i	4	1.1	i	0.5
Fc1ccccc1C1c2[nH]c3ccccc3c2CCN1CCCn1cccn1 (stereo not drawn)	11%	0.81	1544	0.32	-0.31	0.088	0.32	2.8	1.4	4.5	0.8	950	-33	652	i	36	1	i	0.2
COc1ccc(N2CCCn3c2nc2c3c(=O)n(Cc3ccccc3F)c(=O)n2C)c(OC)c1	20%	0.17	859	-0.46	-0.21	-0.17	0.48	1.5	1.5	12	-0.1	1148	.	.	i	26	1.1	i	0.3
COc1cc(C)nc(N(C)S(=O)(=O)c2ccccc2Cl)n1	9%	-0.17	1214	0.078	-0.21	0.41	0.019	2.4	2.6	5.4	.	.	-49	773	i	41	1.1	i	0.6
O=C1OC(NC(=O)c2ccccc2)C(N2CCOCC2)=C1Cl (stereo not drawn)	7%	0.69	1744	-0.053	-0.21	-0.091	0.13	4.1	1.8	2.1	-0.2	1061	5	673	i	39	1	i	0.4
Cc1cccc(N=C2NC(=O)/C(=C3/C(=O)N(C)c4ccccc43)S2)c1C	1%	0.33	1450	-0.45	-0.22	0.004	0.33	2.9	2.7	10	0.7	1217	.	.	i	38	1	i	1.7
CCc1nc(-n2[nH]c(=O)c3ccccc3c2=O)c2c3c(sc2n1)CCCC3	.	.	.	0.2	-0.22	0.41	1.7	1.8	1.7	9.3	.	.	.	.	i	13	.	i	0.7
CCc1cccc(N(C)C(N)=Nc2cccc3ccccc23)c1	.	-1.6	694	-1.2	-0.63	-0.39	0.27	.	.	.	1.1	1144	19	707	i	67	.	i	2.2
CC(=O)c1ccc(-n2nnnc2SCC(=O)Nc2sc(C)c(C)c2C#N)cc1	8%	-0.07	1441	-1.1	-0.13	-0.7	-5.3	6.0	2.5	6.3	0.7	1146	7	662	i	49	1.3	i	0.5
COc1ccc(Cc2nnc(SCC(=O)NC3CCCCC3)n2C)cc1	9%	0.07	1307	-0.29	-0.24	0.14	-0.64	22	25	97	-0.8	1062	-2	734	i	38	1.1	i	2.1
CCOC(=O)Nc1sc(NS(=O)(=O)c2ccc(C)cc2)nc1C	11%	.	.	-0.71	-0.18	-0.26	0.68	0.8	1.7	10	-5.2	1161	-5	784	i	64	1.1	i	5.9
CCOc1ccc(N2C(=O)CC(NCCc3ccc(S(N)(=O)=O)cc3)C2=O)cc1 (stereo not drawn)	-4%	0.49	1231	2.8	-0.17	1.3	-1.3	1.5	2.3	14	-6.8	969	.	.	i	20	1.1	i	0.8
CC(CCc1ccccc1)NC(=O)C1CCCN(C(=O)c2cc3sccc3n2C)C1 (stereo not drawn)	0%	0.44	949	1.6	-0.2	1	-1.2	2.0	3.6	6.6	.	.	6	775	i	14	1.2	i	15
CC(C)(C)c1nnc(NC(=O)c2cccnc2Cl)s1	6%	1.3	1392	-0.75	-0.29	-0.25	1	6.1	1.4	5.9	0.5	1136	-2	672	i	46	1	i	0.2
CCN(CC(=O)Nc1ccc(NC(C)=O)cc1)C(=O)/C=C/c1cccs1	9%	-0.54	1479	0.93	-0.27	0.63	-0.87	4.8	1.6	7.6	-1.9	1064	4	593	i	42	1.1	i	0.3
Cc1nn(-c2ccc(F)cc2)c2sc(C(=O)O)cc12	-12%	.	.	-0.88	-0.21	-0.24	0.49	1.3	0.8	8.2	-0.1	361	-10	728	i	24	1	i	6.5
COc1ccc(N2CCN(c3oc(-c4ccco4)nc3C#N)CC2)cc1	2%	-0.5	1141	0.14	-0.27	0.24	0.28	3.3	1.5	2.0	-1.9	1040	.	.	i	6	1.1	i	6.8
CCCCNC(=O)N1CCN(C(=O)c2ccco2)CC1	8%	1.4	1594	0.49	-0.27	0.17	-0.095	3.0	1.9	4.9	-0.7	958	1	638	i	56	1	.	.
S=C1NC[C@H](CC2CCCCC2)N1CCc1cccc2ccccc12	.	-0.45	857	-1.1	-0.82	-0.57	0.52	.	.	.	-0.8	1398	-19	689	i	31	.	i	4.5
CC(C)CSc1ccc(S(=O)(=O)NCC(=O)O)cc1[N+](=O)[O-]	0%	-0.08	1265	1.2	-0.29	0.043	-0.33	3.4	1.3	3.6	2.1	1099	2	711	.	.	1	i	0.3
COc1ccccc1NS(=O)(=O)c1cc(N2Cc3ccccc3C2=N)ccc1N1CCOCC1	16%	-1	1186	2	0.025	0.73	-0.99	4.0	2.0	4.3	-3.2	1142	-1	658	i	50	1.2	i	0.3
CC(C)(C)c1[nH]nc2c1C(c1cccnc1)C(C#N)=C(N)O2 (stereo not drawn)	14%	0.68	1507	-0.34	-0.18	-0.095	0.93	3.4	2.6	7.5	0.1	1413	.	.	i	42	1	i	8.9
COc1cc(OC)cc(C(=O)NCc2ccc3c(c2)cc(C)n3C)c1	-26%	2.2	1466	-0.93	-0.11	-0.24	0.51	2.0	1.9	6.0	-5.2	1122	23	716	i	6	1.2	i	1.0
O=C(CN1CCCCC1)Nc1cccc(Br)c1	4%	-0.83	1302	0.94	-0.3	0.35	0.73	2.9	2.1	7.7	0.4	1004	5	765	i	50	1	i	0.9

Compound profiles (already shown). Order of values: PMI inhibitors, Insulin prom up, Insulin prom up cell count, Dynein transport, Dynein transport cytoplasmic EGFP, Dynein transport nuclear GR-EGFP, Dynein transport cell count, MT stabilizer, MT stabilizer Hoechst-high %, MT stabilizer cytotoxicity %, bCat nuc transl, bCat nuc transl cell count 5 µM, Lipid droplet, Lipid droplet cells 6.5 µM, T cell modulator, T cell modulator vesicle-bound %, TNAP activators, Myeloid diff MLP, Myeloid diff MLP GFP+ MAC1+ %
`COc1cc(OC)cc(C(=O)NCc2ccc3c(c2)cc(C)n3C)c1` across the screens: -26%, 2.2, 1466, -0.93, -0.11, -0.24, 0.51, 2.0, 1.9, 6.0, -5.2, 1122, 23, 716, i, 6, 1.2, i, 1.0
`COc1ccccc1NS(=O)(=O)c1cc(N2Cc3ccccc3C2=N)ccc1N1CCOCC1` across the screens: 16%, -1, 1186, 2, 0.025, 0.73, -0.99, 4.0, 2.0, 4.3, -3.2, 1142, -1, 658, i, 50, 1.2, i, 0.3

Copied from the entries so far, 6 compounds:
SMILES	PMI inhibitors	Insulin prom up	Insulin prom up cell count	Dynein transport	Dynein transport cytoplasmic EGFP	Dynein transport nuclear GR-EGFP	Dynein transport cell count	MT stabilizer	MT stabilizer Hoechst-high %	MT stabilizer cytotoxicity %	bCat nuc transl	bCat nuc transl cell count 5 µM	Lipid droplet	Lipid droplet cells 6.5 µM	T cell modulator	T cell modulator vesicle-bound %	TNAP activators	Myeloid diff MLP	Myeloid diff MLP GFP+ MAC1+ %
S=C1NC[C@H](CC2CCCCC2)N1CCc1cccc2ccccc12	.	-0.45	857	-1.1	-0.82	-0.57	0.52	.	.	.	-0.8	1398	-19	689	i	31	.	i	4.5
CC(C)CSc1ccc(S(=O)(=O)NCC(=O)O)cc1[N+](=O)[O-]	0%	-0.08	1265	1.2	-0.29	0.043	-0.33	3.4	1.3	3.6	2.1	1099	2	711	.	.	1	i	0.3
COc1ccccc1NS(=O)(=O)c1cc(N2Cc3ccccc3C2=N)ccc1N1CCOCC1	16%	-1	1186	2	0.025	0.73	-0.99	4.0	2.0	4.3	-3.2	1142	-1	658	i	50	1.2	i	0.3
CC(C)(C)c1[nH]nc2c1C(c1cccnc1)C(C#N)=C(N)O2 (stereo not drawn)	14%	0.68	1507	-0.34	-0.18	-0.095	0.93	3.4	2.6	7.5	0.1	1413	.	.	i	42	1	i	8.9
COc1cc(OC)cc(C(=O)NCc2ccc3c(c2)cc(C)n3C)c1	-26%	2.2	1466	-0.93	-0.11	-0.24	0.51	2.0	1.9	6.0	-5.2	1122	23	716	i	6	1.2	i	1.0
O=C(CN1CCCCC1)Nc1cccc(Br)c1	4%	-0.83	1302	0.94	-0.3	0.35	0.73	2.9	2.1	7.7	0.4	1004	5	765	i	50	1	i	0.9

Assay outcomes deposited in PubChem BioAssay by several laboratories.
